Assay outcomes (PubChem BioAssay)
L3MBTL1 inh = qHTS Assay for the Inhibitors of L3MBTL1. AlphaScreen L3MBTL1–H3K9me1 peptide binding. Potency, µM (highest dose often 57.1 µM), for the others: at the top dose activity, negative = inhibition, most hits filed as inhibitors. 230,000 compounds, 0.66% hits; active means well fitted inhibition curve with a large enough effect; inconclusive means small, poorly fitted or top-dose-only effect; inactive means no such curve, though single readings can be large or run the other way; further: nearly all actives have a fitted effect of over 60% in size
Target sequence (Q9Y468 whole entry, looked up): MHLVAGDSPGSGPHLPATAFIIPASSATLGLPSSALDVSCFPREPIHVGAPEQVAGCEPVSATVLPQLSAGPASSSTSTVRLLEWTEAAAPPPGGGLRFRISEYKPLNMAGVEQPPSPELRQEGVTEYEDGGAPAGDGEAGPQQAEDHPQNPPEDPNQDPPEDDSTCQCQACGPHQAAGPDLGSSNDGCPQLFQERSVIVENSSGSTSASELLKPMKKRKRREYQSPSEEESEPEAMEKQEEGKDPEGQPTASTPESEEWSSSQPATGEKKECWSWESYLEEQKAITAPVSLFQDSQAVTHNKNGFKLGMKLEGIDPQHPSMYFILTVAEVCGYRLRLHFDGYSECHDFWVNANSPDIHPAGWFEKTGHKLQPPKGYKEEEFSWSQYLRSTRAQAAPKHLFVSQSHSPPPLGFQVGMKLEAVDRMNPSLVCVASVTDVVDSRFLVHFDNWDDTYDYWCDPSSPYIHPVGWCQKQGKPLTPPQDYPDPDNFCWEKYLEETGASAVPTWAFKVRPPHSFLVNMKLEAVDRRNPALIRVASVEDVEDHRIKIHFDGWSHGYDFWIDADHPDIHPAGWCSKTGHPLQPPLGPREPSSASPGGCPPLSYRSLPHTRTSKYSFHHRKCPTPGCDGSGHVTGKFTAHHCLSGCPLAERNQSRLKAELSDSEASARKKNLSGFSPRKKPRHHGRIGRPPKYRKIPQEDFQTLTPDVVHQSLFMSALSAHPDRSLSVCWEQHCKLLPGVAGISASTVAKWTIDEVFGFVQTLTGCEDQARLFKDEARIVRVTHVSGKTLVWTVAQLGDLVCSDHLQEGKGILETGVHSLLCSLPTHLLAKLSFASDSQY
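L3MBTL1 (50 nM) pre-complexed 30 min with biotinylated H3(1-15)K9me1 peptide (75 nM), then compounds added for 30 min at room temperature; AlphaScreen streptavidin donor/nickel chelate acceptor beads (10 ug/mL final) read after 30 min dark incubation.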
Starred values were filed as active, the others as inactive; ? = inconclusive; & = joins results of further samples; [ ] = dose if it differs, or a comment. On the % scale 0 is the no-effect control and ±100 the full control effect; potency means the concentration at half of the fitted maximal effect. The list is partial. The share of hits here may be higher or lower than overall.

SMILES	L3MBTL1 inh
CCOc1ccc(C(=O)OCC(=O)NCC2CCCO2)cc1 (centres undefined)	4%
COc1ccc(CC(=O)Nc2ccc(S(=O)(=O)N3CCOCC3)cc2)cc1	2%
O=C(OCc1ccc(Br)cc1)c1cccnc1	12%
Cc1ccc(Cl)c(NC(=O)CSc2n[nH]c(=O)n2C2CC2)c1Cl	8%
CN(C(=O)COC(=O)C1CCN(S(=O)(=O)c2c(Cl)cccc2Cl)CC1)c1ccccc1	0%
O=C(COC(=O)c1cc(=O)[nH]c2ccccc12)NCc1ccc(F)cc1	29%
CCOc1ccc(S(=O)(=O)NCCC(=O)NCc2cccnc2)cc1	-4%
CCOc1ccc(NC(=O)CN(C)C(=O)c2cccc3ccccc23)cc1OCC	-6%
CCCNC(=O)c1n[nH]c2c1CC(C(C)(C)CC)CC2 (centres undefined)	2%
Cc1ccc(NC(=O)C2C3CCC(O3)C2C(=O)O)cc1Cl (centres undefined)	2%
Cc1ccc(N2CCN(C(=O)c3cccs3)CC2)cc1C	1%[2.29 µM]
CS(=O)(=O)N(CC(=O)N1CCc2ccccc2C1)c1cccc(F)c1	-3%

Structural class, the compounds so far containing nitrogen in an aromatic ring.
SMILES	L3MBTL1 inh
O=C(OCc1ccc(Br)cc1)c1cccnc1	12%
Cc1ccc(Cl)c(NC(=O)CSc2n[nH]c(=O)n2C2CC2)c1Cl	8%
O=C(COC(=O)c1cc(=O)[nH]c2ccccc12)NCc1ccc(F)cc1	29%
CCOc1ccc(S(=O)(=O)NCCC(=O)NCc2cccnc2)cc1	-4%
CCCNC(=O)c1n[nH]c2c1CC(C(C)(C)CC)CC2 (centres undefined)	2%

The list continues:
SMILES	L3MBTL1 inh
O=C(COC(=O)c1ccc([N+](=O)[O-])cc1)NC12CC3CC(CC(C3)C1)C2	-2%
CCOc1ccc(/C=N/NS(=O)(=O)c2ccc(C)cc2)cc1OC	1%
C=CCn1c(SCC(=O)Nc2ccc(F)cc2)nc2ccccc2c1=O	-2%
CCCN1CCC(=O)N([C@H](CO)Cc2ccccc2)CC1	0%
CC(=O)N1CCN(S(=O)(=O)c2ccc(C)cc2)C1C (centres undefined)	4%
COc1ccc(-c2noc(N3CCC(C(=O)Nc4cc(OC)ccc4OC)CC3)n2)cc1	-19%
CSc1ccc(NC(=O)CSc2nc3[nH]c(=O)cc(O)c3s2)cc1	?
CCn1c(=O)c(C(=O)CN(C)CC(=O)Nc2cccc(F)c2)c(N)n(Cc2ccccc2)c1=O	-3%
CN(CC(=O)Nc1ccc(F)cc1)C(=O)C1Cc2ccccc2CN1S(C)(=O)=O (centres undefined)	10%
CCc1nnc(NC(=O)c2oc3ccc(Br)cc3c2C)s1	-3%
CCS(=O)(=O)N1CCC(C(=O)Oc2ccccc2Br)CC1	0%
COCCCNc1nc2c(c(=O)n(Cc3ccc(Cl)cc3)c(=O)n2C)n1C	-2%
CCN(CC(=O)NCc1cccs1)C(=O)c1ccc(S(=O)(=O)Nc2ccccc2C)cc1	8%
O=C(Cn1c(C(=O)O)cc2ccccc21)c1ccccc1	0%[2.29 µM]
O=C(NCCc1ccc(F)cc1)C(=O)NCC1CCCN1S(=O)(=O)c1ccccc1 (centres undefined)	9%
CC1CCC2(CC1)NC(=O)N(CC(=O)Nc1ccc(F)cc1)C2=O (centres undefined)	6%
Cc1ccc(Cc2nnc(SCC(=O)Nc3ccccc3Cl)[nH]c2=O)cc1	-1%
CCOC(=O)C1CCCN(CCC(=O)Nc2ccc(Br)cc2)C1 (centres undefined)	9%
CCN1C(=O)[C@H]2[C@@H](c3ccc(C)cc3)N3C(=O)N(c4cccc(Br)c4)C(=O)[C@@]3(CC)[C@H]2C1=O	11%
COc1ccc(N/C(N)=N/c2nc(C)c(Cc3ccccc3)c(=O)[nH]2)cc1	5%
O=S(=O)(Nc1cccnc1)c1ccc(F)cc1	-7%
Cc1ccc(S(=O)(=O)N(C)C)cc1NC(=O)C1CCCCN1S(=O)(=O)c1ccccc1 (centres undefined)	-13%
O=C(COc1ccccc1)Nc1ccccc1C(=O)NC1CC1	5%
Nc1ccc(-c2nc3c(ccc4ccccc43)[nH]2)cc1	-21%
O=C(COC(=O)Cc1ccccc1F)NCc1ccc(Cl)cc1	4%
Cc1ccc(C(=O)NCC(=O)OC(C)C(=O)NC2CCCCC2C)cc1C (centres undefined)	3%
CCCc1cc(=O)[nH]c(SCCc2ccccc2)n1	12%
CCOc1ccc(NC(=O)CSc2nccn(-c3ccc4c(c3)OCCO4)c2=O)cc1	-17%
CC(=O)C[C@@H](O)CC(=O)[C@@H]1OC(=O)CCCCCCCCc2ccccc21	-8%
CCCC(=O)NC(c1ccc(Cl)cc1)c1ccc2cccnc2c1O (centres undefined)	-4%
CC(=O)c1cccc(NC(=O)COC(=O)CCC(=O)c2cccs2)c1	9%
CC(OC(=O)/C=C/c1ccc2ccccc2n1)C(=O)N(C)c1ccccc1 (centres undefined)	3%
CCc1c(C)c2ccc(OCC(=O)NCC3CCC(C(=O)O)CC3)c(C)c2oc1=O (centres undefined)	4%
COc1ccc([C@H](OC)[C@@]2(Cc3ccc(O)cc3)N=C(N)N(C)C2=O)cc1	-1%
O=C(COC(=O)C12CC3CC(CC(Br)(C3)C1)C2)NNC(=O)c1ccccc1	-3%
O=C1NC(=O)/C(=C/c2ccc(-c3cccc([N+](=O)[O-])c3)o2)S1	-1%
Cc1ccc(NS(=O)(=O)c2cc(C(=O)N(C)C3CCN(C)CC3)ccc2Cl)cc1Cl	2%
CN(Cc1ccccc1)C(=O)COC(=O)c1cc(S(=O)(=O)N(C)C)ccc1N1CCCC1	-3%
Cc1cccc(C)c1OCC(=O)OCC(=O)Nc1ccc(Cl)cn1	3%
CC1CCCN(C(=O)CNC(=O)c2cccs2)C1 (centres undefined)	0%
COc1ccc(NC(=O)CN(C)C(=O)CC2CCCCC2)cc1	8%
COCCC(=O)N1CCCC(N2CCN(c3ccc(F)cc3)CC2)C1 (centres undefined)	0%
Cc1cccc(C(=O)Nc2cc(S(=O)(=O)N3CCOCC3)ccc2N2CCCCC2)c1	-4%
CC(=O)Nc1ccc(NC(=O)C(=O)NCC(c2ccco2)N2CCc3ccccc3C2)cc1 (centres undefined)	-6%
CN(C)CCCNC(=O)C[C@H]1C[C@H](C(=O)N2CCCCC2)[C@@]2(C)c3[nH]c4ccc(Cl)cc4c3CCN2C1=O	3%
Cc1cc(C)c(S(=O)(=O)N2CCN(C(=O)N3CCOCC3)CC2)c(C)c1	-6%
COc1cccc(Oc2ccc(C(F)(F)F)cc2NC(=O)CN2C(=O)NC3(CCCC3)C2=O)c1	3%
CN(Cc1ccccc1)C(=O)CN1C(=O)NC2(CCCCCCC2)C1=O	-6%

6 of the entries above in order of the L3MBTL1 inh value, highest first:
SMILES	L3MBTL1 inh
COc1ccc(NC(=O)CN(C)C(=O)CC2CCCCC2)cc1	8%
Cc1cccc(C)c1OCC(=O)OCC(=O)Nc1ccc(Cl)cn1	3%
Cc1ccc(NS(=O)(=O)c2cc(C(=O)N(C)C3CCN(C)CC3)ccc2Cl)cc1Cl	2%
COCCC(=O)N1CCCC(N2CCN(c3ccc(F)cc3)CC2)C1 (centres undefined)	0%
CN(Cc1ccccc1)C(=O)COC(=O)c1cc(S(=O)(=O)N(C)C)ccc1N1CCCC1	-3%
CN(Cc1ccccc1)C(=O)CN1C(=O)NC2(CCCCCCC2)C1=O	-6%

(continued)
SMILES	L3MBTL1 inh
CN(C)C1=NCCN1CC1CCCC1	2%
O=C(Nc1ncccc1O)c1ccc(S(=O)(=O)N2CCCC2)cc1	-7%
O=S(=O)(NCC1(N2CCOCC2)CCCCC1)c1ccccc1Cl	2%
O=C(Nc1ccncc1)c1cccc(S(=O)(=O)N2CCc3ccccc32)c1	?
CCOC(=O)C1CCCN(C(=O)CSc2nnc3nc(C)cc(C)n23)C1 (centres undefined)	-19%
O=C(CN1C(=O)NC2(CCCCC2)C1=O)Nc1ccc(Cl)c(S(=O)(=O)N2CCOCC2)c1	-2%
Fc1ccc(/C=N/N2CCN(Cc3ccccc3)CC2)cc1	-7%
COc1ccccc1CNCCS(=O)(=O)NN1CCOCC1	2%
Cc1c(NCc2cccnc2)cccc1C(=O)O	-2%
O=C(CCCOc1ccccc1)NN1C(=O)NC2(CCCCC2)C1=O	-7%
COc1cc(NC(=O)Cn2cnc3c(OCc4ccccc4)ncnc32)cc(OC)c1OC	6%
OCC[C@@H]1C[C@@H](O)[C@H](O)[C@@]2(CCc3ccccc3CO2)O1	1%
CC(C)CCCN1CCN=C1Nc1ccccc1	16%
Cc1ccc(S(=O)(=O)N2CCn3cccc3C2C)cc1 (centres undefined)	-28%
Cc1c(Cl)cccc1NC(=O)CNC(=O)c1ccco1	0%
O=S(=O)(Nc1cccc(S(=O)(=O)N2CCCC2)c1)c1ccc(Cl)s1	-2%
CC(C)(C)OC(=O)C[C@@H]1C/C=C\C[C@H](CC(=O)N(CCO)Cc2ccccc2)C(=O)NC[C@@H](c2ccccc2)OC1=O	-1%
CN(C)c1ccc(/C=C2\Oc3ccc(C#Cc4cccc(N)c4)cc3C2=O)cc1	21%
COc1ccc(NC(=O)CN(C)C(=O)c2ccc(COc3ccccc3)o2)cc1	1%
CSc1nc(N)nc2c1ncn2CC(=O)NCC1CCCO1 (centres undefined)	3%
O=C(NNC(=O)C1CCCC1)c1cc([N+](=O)[O-])cc([N+](=O)[O-])c1	6%
O=c1ccc2cc(S(=O)(=O)NCc3ccccc3)ccc2[nH]1	10%
CC(C)N(C(=O)[C@H]1C[C@H](CC(=O)NCc2cccc(C(F)(F)F)c2)C(=O)N2CCc3c([nH]c4cc(-c5ccco5)ccc34)[C@]12C)C(C)C	-21%
CN(C)C(=O)c1cccc(-c2csc(N3CCC(C(N)=O)CC3)n2)c1	10%&-5%

Overlap with the part before: two entries; new compounds follow.
SMILES	L3MBTL1 inh
CC(C)N(C(=O)[C@H]1C[C@H](CC(=O)NCc2cccc(C(F)(F)F)c2)C(=O)N2CCc3c([nH]c4cc(-c5ccco5)ccc34)[C@]12C)C(C)C	-21%
CN(C)C(=O)c1cccc(-c2csc(N3CCC(C(N)=O)CC3)n2)c1	10%&-5%
Cc1cc(C)c(S(=O)(=O)N2CCCCC2CCNC(=O)C(=O)NCc2ccco2)c(C)c1 (centres undefined)	-6%
CN(C(=O)c1ccc(S(=O)(=O)N2CCCC2)cc1)C1CCS(=O)(=O)C1 (centres undefined)	5%
C#CCCC/C(=C\C(=O)N(C)[C@H](C(=O)N(C)[C@H](C(=O)N(C)[C@H](C(=O)N(C)[C@H](C(N)=O)C(C)C)C(C)C)C(C)C)C(C)C)OC	-4%
Cc1ccccc1S(=O)(=O)Oc1ccc2ccc(O)cc2c1	0%
COc1ccccc1NC(=O)C(C)OC(=O)CSCC(=O)Nc1cc(C)on1 (centres undefined)	-1%
COc1cc(-c2nc3c4ccccc4nc(=S)n3[nH]2)cc(OC)c1OC	-2%
C/C(=C\c1ccc(Cl)cc1)C(=O)c1c(C)cc(C)[nH]c1=O	-1%
O=C(NC1CCCCC1)c1cc(S(=O)(=O)N2CCCCC2)ccc1N1CCOCC1	0%
Cn1c(CC(=O)Nc2ccccc2)cc2ccccc21	-6%
Cn1cc(C(=O)NCC(=O)Nc2ccccc2Br)cn1	6%
O=C(NCC1CCCN1S(=O)(=O)c1cccs1)c1cccc(Cl)c1 (centres undefined)	3%
Cc1ccc(NC(=O)CN2C(=O)NC3(CCCc4ccccc43)C2=O)c(C)c1 (centres undefined)	8%
CCN1CCN(CCC(=O)Nc2cc(OC)ccc2OC)CC1	-5%
C#CCOCCOCCOCCNc1nc(N2CCN(C(=O)[C@H](CCC(=O)O)n3cc([C@@H](N)CC(N)=O)nn3)CC2)nc(N2CCN(C(=O)[C@H](CCC(=O)O)n3cc([C@@H](N)CC(N)=O)nn3)CC2)n1	?
C[C@@H]1CN([C@@H](C)CO)C(=O)c2cccc(NS(C)(=O)=O)c2O[C@H]1CN(C)C(=O)Nc1ccc(F)cc1	6%
COc1ccc(NC(=O)CSc2nnc(Cc3ccc(C)cc3)c(=O)n2N)cc1	0%
CCOc1ccc(N2C(=O)CC(C(C)c3ccccc3)C2=O)cc1 (centres undefined)	0%[2.29 µM]
O=S(=O)(NCCN1CCOCC1)c1cc(Cl)c(Cl)cc1Cl	5%
CC(C)[C@H](NC(=O)c1ccccc1)C(=O)OCC(=O)Nc1ccc(S(=O)(=O)N2CCOCC2)cc1	-2%
CCOc1ccc(C2NC(=O)NC(c3ccccc3)=C2C(C)=O)cc1OC (centres undefined)	0%
CC[C@@]12C(=O)N(c3ccc(OC)cc3)C(=O)N1[C@H](c1cccc(C)c1)[C@@H]1C(=O)N(Cc3ccccc3)C(=O)[C@@H]12	-4%
CC(=O)c1ccc(N2CCN(C(=O)c3ccc(NC4=NC5CS(=O)(=O)CC5S4)cc3)CC2)cc1 (centres undefined)	1%
COc1cccc(OC)c1C(=O)Nc1cccc2c1CCCC2	0%[2.29 µM]
O=C(NC1CCS(=O)(=O)C1)c1ccc2c(c1)OCO2 (centres undefined)	8%
O=C1C=C(c2ccc3ccccc3c2)C[C@@H](c2ccc(F)cc2)C1	9%
O=C(c1ccc(S(=O)(=O)N2CCCC2)cc1)N1CCCCC1	7%
O=C(O)c1ccc(N(Cc2ccccc2)S(=O)(=O)c2ccccc2)cc1	7%
Cc1cccc2c(=O)oc(-c3ccccc3Cl)nc12	-3%[2.29 µM]
O=C(NCc1cccs1)C1(S(=O)(=O)c2ccccc2)CC=CC1	2%
O=C(CS(=O)(=O)c1ccccc1)N1CCN(c2ccccc2)CC1	-6%
Cc1noc(C)c1COc1ccc(C(=O)N(C)CCOc2ccccc2)cc1	0%
O=C(COC(=O)/C=C/c1ccc(OC(F)F)cc1)NC1CCCCCC1	-4%
Fc1ccc(CNC(=S)Nc2ccccc2F)cc1	3%
CCN(C(=O)COC(=O)CN1C(=O)c2ccccc2C1=O)c1ccccc1	4%
